BRCA1 expr act: qHTS Assay to Identify Small Molecule Activators of BRCA1 Expression; MCF7-BRCA1-FFLuc reporter, luminescence, 48 h; response scale: scaled: vehicle 0%, 10 µM genistein 100%; AID 624202, 2012; Potency, µM (series often up to 46.1 µM), for inactives: at the top dose activation, most hits filed as activators; hit rate 1.1% among 380,000; active = well fitted activation curve with a large enough effect; inconclusive = small, poorly fitted or top-dose-only effect; inactive = no such curve, though single readings can be large or run the other way; also: nearly all actives have a fitted effect of over 80% in size; some results filed as inactive show a strong effect at the top dose
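MCF7-BRCA1-FFLuc cells, 2000/well in phenol-red-free MEM, attached 2 h then treated 48 h at 37 C. Luciferase luminescence read 15 min after reagent; normalized to genistein maximum activation (10microM) and DMSO, concentration-response fitted.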
An asterisk follows results filed as active; ? = inconclusive. Potency is read from the fitted curve at half-maximal effect.

| structure | BRCA1 expr act |
| --- | --- |
| O=C(Nc1cccc(C(F)(F)F)c1)C1CC(=O)N(Cc2ccco2)C1 (stereo unspecified) | 1.9% |
| CC1(C(=O)NS(=O)(=O)c2ccccc2Cl)CCN1C(=O)C/C=C/c1ccccc1 (stereo unspecified) | 16.7% |
| CCn1cc(CN2CCCC(C(=O)Nc3cccc(-n4cccn4)c3)C2)cn1 (stereo unspecified) | -9.6% |
| CC(C)Oc1ccc(F)cc1-c1cc(C(=O)Nc2ccc(C(C)(C)C)cc2)[nH]n1 | -39.7% |
| CCOc1ccc(N=Cc2ccc(N(C)C)cc2)c(O)c1 | -17.4% |
| O=C(Cn1ccc([N+](=O)[O-])n1)NCc1ccccc1 | -6.6% |
| CCCCn1c(N)c(N(CCOC)C(=O)CCCn2c(=O)oc3ccccc32)c(=O)[nH]c1=O | -15.0% |
| COc1cccc(C(C)(O)c2nc(-c3cccc(C(F)(F)F)c3)cs2)c1 (stereo unspecified) | 7.4% |
| CNc1ncnc2c1ncn2[C@H]1CN(CCOC)C[C@@H](CO)O1 | 0.0% |
| CC1C(=O)N(Cc2cn(Cc3ccco3)nn2)CCS(=O)(=O)N1Cc1ccc(-c2ccc(Cl)c(Cl)c2)cc1 (stereo unspecified) | -12.5% |
| C[C@@H]1CN([C@H](C)CO)S(=O)(=O)c2ccc(C#Cc3ccccc3)cc2O[C@H]1CN(C)C(=O)Nc1ccc2c(c1)OCO2 | -71.3% |
| CSc1nc(=O)[nH]nc1Sc1ccccc1 | 3.6% |
| CC1(C(=O)NCCC#N)CCN1C(=O)C1(c2ccccc2)CC1 (stereo unspecified) | 19.7% |
| Cc1cccc(C)c1NC(=O)CN(Cc1ccccc1)Cc1ccccc1 | -38.3% |
| CCOCCCNC(=O)C1CCN(S(=O)(=O)c2c(C)noc2/C=C\c2ccc(OC)cc2)CC1 | -12.5% |
| O=C(c1cc(C2CC2)nn1-c1ccccc1)N1CCN(S(=O)(=O)c2ccccc2F)CC1 | -0.5% |
| Cn1c(NCc2ccncc2)nc2cc(-c3ccsc3)sc2c1=O | 5.7% |
| CN(C)N=Nc1ccc(/C=C2\C=Cc3ccccc32)cc1 | ? |
| Nc1ccc(S(=O)(=O)Nc2nccs2)cc1N=Nc1ccccc1[N+](=O)[O-] | 75.5% |
| O=C1c2ccccc2C(=O)N1CCCCCCN1C(=O)c2ccccc2C1=O | -12.9% |

4 entries from above, with each value named.
compound: C[C@@H]1CN([C@H](C)CO)S(=O)(=O)c2ccc(C#Cc3ccccc3)cc2O[C@H]1CN(C)C(=O)Nc1ccc2c(c1)OCO2
  BRCA1 expr act: -71.3%

compound: CSc1nc(=O)[nH]nc1Sc1ccccc1
  BRCA1 expr act: 3.6%

compound: CC1(C(=O)NCCC#N)CCN1C(=O)C1(c2ccccc2)CC1 (stereo unspecified)
  BRCA1 expr act: 19.7%

compound: Cc1cccc(C)c1NC(=O)CN(Cc1ccccc1)Cc1ccccc1
  BRCA1 expr act: -38.3%

Next section
| structure | BRCA1 expr act |
| --- | --- |
| O=C(O)C1C2CCCCC2=C2CCCCC2C1C(=O)Nc1nccs1 (stereo unspecified) | -28.1% |
| CC(C)C[C@H]1CN(CCCC[C@@H]2CNC(=O)C(=O)N2CC2CCCCC2)C(=O)C(=O)N1CCC1CCCCC1 | 8.4% |
| CC1(C(=O)NS(=O)(=O)c2ccc(F)cc2F)CCN1C(=O)Cc1cc(F)ccc1F (stereo unspecified) | 5.9% |
| CSCC[C@@H](CO)NC(=O)[C@H]1O[C@@H](n2ccc(N)nc2=O)[C@H](O)[C@@H]1O | 12.2% |
| C#CCNC(=O)c1csc([C@@H]2O[C@H](CO)[C@@H](O)[C@H]2O)n1 | 3.9% |
| COc1ccc(C(=O)C(=NNc2ccccc2)c2ccc(OC)cc2)cc1 | -17.8% |
| COc1cccc(-n2cc(CN(C)C(=O)C3CCC(=O)N(C4CC4)C3)cn2)c1 (stereo unspecified) | -14.4% |
| CC/C(=N/N=C(/CC)c1ccc(O)cc1)c1ccc(O)cc1 | 4.3% |
| C[C@H](O)[C@@H]1CN2CCc3c([nH]c4ccc(-c5ccc6c(c5)OCO6)cc34)[C@@H]2C[C@@H]1N(C)C(=O)Nc1ccc(F)cc1 | -63.9% |
| Cc1cn(CC(=O)NCC(C)c2ccccc2)c(=O)[nH]c1=O (stereo unspecified) | 4.1% |
| O=c1cn[nH]c2ccc(Br)cc12 | -8.8% |
| CN(C)c1ccc2c(c1)C(=NO)c1ccccc1-2 | 23.5% |
| CCCCCCCCNS(=O)(=O)CCNCCCC | -33.6% |
| O=C(CN1CCN(C(=O)c2ccc(-c3nc4ccccc4s3)o2)CC1)Nc1cccc(F)c1 | 0.1% |
| CCCN1CNc2c(c(=O)[nH]c(=S)n2CCc2ccccc2C)C1 | 0.0% |
| CC1(C)OCC(N)(CO)CO1 | 1.2% |
| CC(C)CC1NC(=O)c2cc3ccccc3cc2-n2c1nc1ccc(F)cc1c2=O (stereo unspecified) | 3.0% |
| CN(Cc1ccccc1)C(=O)c1cccc(NC(=O)Cc2ccc(NC(=O)C3CCN(C(=O)CCc4ccccc4)CC3)cc2)c1 | -37.8% |
| CSc1ccccc1NC(=O)CN(C)C(=O)C(C)SCc1nc2sc(C)c(C)c2c(=O)[nH]1 (stereo unspecified) | -20.0% |
| CNc1ncnc2c1ncn2[C@H]1CN(Cc2ccc(F)cc2)C[C@@H](CO)O1 | -5.9% |
| Cc1cccc(N(C)c2cc(-c3ccc(F)cc3)nc3ccnn23)c1 | 6.6% |
| CCOc1ccc(C(=O)CCC(=O)NCC(=O)Nc2ccc(F)c(F)c2F)cc1 | -6.2% |
| CC(C)NC(=O)C1Cc2c(-c3ccccc3Oc3ccccc3)ccnc2O1 (stereo unspecified) | 32.7% |
| O=C(NCCCOC(=O)c1ccccc1)c1ccccc1 | -12.6% |
| CCN(CC)CCN(C)C(c1ccnc2ccccc12)c1nnnn1-c1ccc2c(c1)OCCO2 (stereo unspecified) | -5.0% |
| CC1(Oc2ccccc2-c2ccn[nH]2)CCN(Cc2ccc(OC(F)(F)F)cc2)C1 (stereo unspecified) | -1.6% |
| COc1ccc(Cn2cc(CN3CCS(=O)(=O)N(Cc4ccc(-c5cccc(Cl)c5)cc4)C(C)C3=O)nn2)cc1 (stereo unspecified) | -55.0% |
| CCc1nc2c(OCCn3cccc3)cccn2c1N(C)C(=O)c1ccccc1F | 6.4% |
| CS(=O)(=O)c1ccccc1NC(=O)COc1ccccc1C(=O)Nc1ccccc1 | -6.3% |
| CC1=C(C(=O)N(C(C)C)C(C)C)CC(CC(=O)NCc2ccco2)C(=O)N1Cc1ccc(F)cc1 (stereo unspecified) | -5.7% |
| O=c1cc(-c2ccccc2)c2ccc(O)cc2o1 | 58.5% |
| Fc1ccccc1COc1cccc2cccnc12 | 7.94µM* |
| CC1=NN(C)C(=O)C1Cc1c(F)cccc1Cl (stereo unspecified) | -22.6% |
| CCOc1cc(/C=N/NC(=O)c2cc(-c3cccc(OC)c3)nc3ccccc23)ccc1O | -32.1% |
| COc1ccc(-c2coc3c(C(=O)NCCN(C)C)cccc23)c(C)c1 | -42.2% |
| CCCC(C(=O)NC(C)(C)C)N(Cc1ccccc1)C(=O)c1snc(C(N)=O)c1N (stereo unspecified) | 4.4% |
| CCCNC(=O)C1(C)CCCN(Cc2cccc3ccccc23)C1 (stereo unspecified) | -18.3% |
| CC(C)(C)C(=O)c1c(N)[nH]c(C(=O)c2ccccc2)c1-c1ccc(Cl)cc1Cl | -1.7% |
| COc1ccc(C(O)c2nc(-c3ccc(OC)c(OC)c3)cs2)cc1 (stereo unspecified) | 3.0% |
| CNc1cnc(-c2ccccc2OC)cn1 | 36.0% |

Part of the list above, as labelled records:
CCCNC(=O)C1(C)CCCN(Cc2cccc3ccccc23)C1 (stereo unspecified)
  BRCA1 expr act: -18.3%
CCc1nc2c(OCCn3cccc3)cccn2c1N(C)C(=O)c1ccccc1F
  BRCA1 expr act: 6.4%
CCCC(C(=O)NC(C)(C)C)N(Cc1ccccc1)C(=O)c1snc(C(N)=O)c1N (stereo unspecified)
  BRCA1 expr act: 4.4%
CCN(CC)CCN(C)C(c1ccnc2ccccc12)c1nnnn1-c1ccc2c(c1)OCCO2 (stereo unspecified)
  BRCA1 expr act: -5.0%

Later entries
| structure | BRCA1 expr act |
| --- | --- |
| O=C(NCc1ccccc1)c1cc(C2CCCN(C(=O)c3cccs3)C2)on1 (stereo unspecified) | 1.6% |
| CCC(CC)C(=O)Oc1c(C(=O)N(C)C)cccc1-c1ccccc1 | -6.1% |
| CC(C)c1ccc(CC(=O)N2CCC2(C)C(=O)NCC(C)(C)C)cc1 (stereo unspecified) | -12.2% |
| O=C(COC(=O)CNC(=O)C1CCCCC1)NC1CCCC1 | 8.7% |
| COc1ccc(C(O)c2ncc(-c3ccccc3)[nH]2)c(OC)c1 (stereo unspecified) | 5.2% |
| Cc1cc(C)cc(S(=O)(=O)N2CCN(c3nc(-c4cccs4)nc4ccccc34)CC2)c1 | 0.0% |
| CC(C)N1C(=O)C(=O)N(CC(=O)N2c3ccccc3CC2C)C1=O (stereo unspecified) | -1.9% |
| C[C@H]1CN([C@@H](C)CO)C(=O)CCCn2nncc2CO[C@@H]1CN(C)C(=O)c1ccncc1 | 22.7% |
| CCCCCCCCN1C(=O)[C@H](CC(=O)NCC23CC4CC(CC(C4)C2)C3)C[C@@]2(C(=O)OC)CCCCC=C12 | 0.0% |
| O=C1NC[C@H](CCCCN2C[C@H](Cc3ccc(O)cc3)N(CC3CCCCC3)C(=O)C2=O)N(CC2CCCCC2)C1=O | 3.8% |
| CC(=O)OC1CC2(C)C(C(C)=O)CCC2C2CCC3=CC(=O)CCC3(C)C12 (stereo unspecified) | -5.9% |
| C[C@H](CO)N1C[C@H](C)[C@@H](CN(C)Cc2ccc(Oc3ccccc3)cc2)OCc2cnnn2CCCC1=O | -1.4% |
| C[C@H](O)[C@@H]1C(=O)N2CCc3ccc(N4CCN(C)CC4)cc3[C@@H]2C[C@@H]1N(C)C(=O)Nc1cc(Cl)cc(Cl)c1 | -23.0% |
| CCOC(=O)[C@@H]1[C@H]2COc3ccc(Br)cc3[C@@H]2N2C(=O)N(c3cccc(Cl)c3)C(=O)[C@]12C | -16.2% |
| Cc1ccccc1C1CC(=O)c2ccccc2C1C (stereo unspecified) | -7.2% |
| COc1ccc(OCCN2CCC(C(=O)NC(c3ccc(Cl)cc3)c3ncccc3C)CC2)cc1 (stereo unspecified) | -4.7% |
| O=C(NN=Cc1ccccc1O)NN=Cc1ccccc1O | -33.0% |
| O=C(COc1ccccc1C(=O)Nc1ccccc1)Nc1ccccc1F | -5.1% |
| CCN(CC)C(=O)C1=C(C)N(Cc2ccc(OC)cc2)C(=O)C(CC(=O)NCCCN(C)C)C1 (stereo unspecified) | 18.1% |
| Cc1ccc(C)c2[nH]c(=O)c(CCNC(=O)c3ccc(Br)o3)cc12 | -41.6% |
| S=C(c1ccccc1)N1CCN(c2ccccc2)CC1 | -2.3% |
| Cc1ccc(C=C2SC(=S)N(CCCC(=O)Nc3cccc(C(=O)O)c3)C2=O)cc1 | -65.7% |
| COc1ccc(-c2csc(C(C)(O)c3ccc(OC)cc3)n2)cc1 (stereo unspecified) | 0.0% |
| O=C(/C=C/c1ccccc1)Nc1cccc(C(=O)NCCc2ccccc2)c1 | 54.2% |
| COC(=O)[C@]12CCCCC=C1N(Cc1ccccc1)C(=O)[C@H](CC(=O)NCc1ccccc1)C2 | 6.3% |
| CCCCOCCCNC(=O)/C=C/c1ccccc1Cl | 5.8% |
| CCCCn1nnnc1-c1nc2ccccc2[nH]c1=O | -1.6% |
| COC(=O)c1ccc(N2C(c3cc(OC)cc(OC)c3)=Cc3ccc(-c4ccc(C(N)=O)cc4)cc3C2CC(=O)C2CC2)cc1 (stereo unspecified) | -34.4% |
| COc1ccccc1NC(=S)NC1CCCC1 | -1.4% |
| O=C(Nc1ccc(Br)cc1Br)Nc1cccc2[nH]c([C@@H]3O[C@H](CO)[C@@H](O)[C@H](O)[C@H]3O)nc12 | 11.0% |
| Oc1c(C(Nc2ccccn2)c2ccccc2)ccc2cccnc12 (stereo unspecified) | -62.9% |
| CC12CC(O)C3C(CCC4=CC(=O)CCC43C)C1CCC2=CCO (stereo unspecified) | -43.1% |
| O=C(O)c1ccc(CNC(=O)c2ccc(S(=O)(=O)N3CCCC3)cc2)cc1 | -14.5% |
| OCCCn1c(C2CCCN2c2nc(-c3ccc(F)cc3)cs2)nc2cc(C(F)(F)F)ccc21 (stereo unspecified) | -41.6% |
| CCCCn1c(N)c(N(CCOC)C(=O)CCN2C(=O)C3CC=CCC3C2=O)c(=O)[nH]c1=O (stereo unspecified) | -5.0% |
| COc1ccccc1/C=C/c1nc2ccccc2c(=O)o1 | 58.7% |
| Cc1ccccc1CN1CCN(C(=O)[C@H]2O[C@@H](n3ccc(=O)[nH]c3=O)[C@H](O)[C@@H]2O)CC1 | 2.6% |
| COC(=O)C(=O)C1CCc2c(Cl)cc(OC)c(OC)c2C1=O (stereo unspecified) | -1.6% |
| C#CCN(C[C@H]1[C@H](OC(=O)NCc2ccco2)[C@H](OC(=O)NCc2ccco2)C[C@@H](C(=O)OC)[C@H]1C(=O)OC)S(=O)(=O)c1ccc(C)cc1 | -47.2% |
| CN1C[C@@H]2[C@@H]3C(=O)N(C)C(=O)[C@@H]3[C@](C)(C1=O)N2C(=O)c1ccc(Br)cc1 | 0.0% |
| O=c1c2ccccc2nnn1-c1ccccc1 | 25.0% |
| Cc1ccc(S(=O)(=O)N2C[C@H]3C(=O)C[C@@H](c4ccccc4)N(S(=O)(=O)c4ccc(C)cc4)[C@H]3C[C@H]2c2ccccc2)cc1 | -5.4% |

A portion of the library. The share of hits here may be higher or lower than overall.
